# Bioassay records: PubChem BioAssay, National Center for Advancing Translational Sciences (NCATS)
# AmpC inh detg: blocks E. coli AmpC beta-lactamase in detergent assay; 370,000 tested, 0.041% active; AID 485294; AmpC hydrolysis of nitrocefin, absorbance 480 nm, 0.01% Triton; Potency, µM (top dose mostly 114 µM), for inactives: at the highest dose activity change, negative = inhibition, hits mostly inhibitors; P00811;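 further: potency means the concentration at half of the fitted maximal effect; 0% = no-compound wells and -100% = no-enzyme wells; nearly all actives have a fitted effect of over 25% in size; some results filed as inactive show a strong effect at the top dose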
# Target sequence (P00811 whole entry, looked up): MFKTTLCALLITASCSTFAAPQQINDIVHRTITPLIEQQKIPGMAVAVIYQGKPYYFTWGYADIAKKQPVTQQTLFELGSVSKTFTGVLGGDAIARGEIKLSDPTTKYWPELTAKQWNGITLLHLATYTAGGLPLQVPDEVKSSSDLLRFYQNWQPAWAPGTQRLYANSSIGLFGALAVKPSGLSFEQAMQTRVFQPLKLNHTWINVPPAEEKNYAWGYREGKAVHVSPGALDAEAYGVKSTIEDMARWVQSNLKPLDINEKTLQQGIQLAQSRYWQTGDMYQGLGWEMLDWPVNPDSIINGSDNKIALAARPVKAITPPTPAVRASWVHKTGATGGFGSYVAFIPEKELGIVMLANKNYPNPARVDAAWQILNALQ
#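 20 mM phosphate pH 7.0 + 0.01% (detergent screen) or 0.0001% Triton X-100; 5.3 nM AmpC reagent; cpd preinc 15 min RT; nitrocefin (800 uM stock) to start; A480 q20 s × 4 min; Activity was normalised to no-enzyme and no-compound control wells.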
# HCV inhibitor: HCV inhibition; Huh7.5.1 HCVcc-Cre infection, luciferase reporter, 44 h; 340,000 tested, 3.4% active; AID 651820; Potency, µM (series often up to 41.8 µM), without a hit: top-dose activity change, negative = inhibition, usual class: inhibitors; further: potency means the concentration at half of the fitted maximal effect
#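 Infectious HCV cell culture screen: compound-treated cells (1,000/well, pre-plated 4 h) are infected with HCVcc-Cre at roughly 0.5 moi and grown 44 h. Infection is quantified by luciferase signal after 15 min substrate incubation at room temperature.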
# HCMV antiviral: blocks human cytomegalovirus replication | activity change, negative = inhibition, % at 57.5 µM | 410,000 tested, 4.5% active | HFF cells, HCMV-luciferase reporter, 72 h; active compounds read low; in the data active means activity change below about -60%; inconclusive means no clear call, values can overlap the other calls; inactive means above about -39%
#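 Compounds were evaluated in HFFs infected with an HCMV luciferase reporter virus (MOI 1 PFU/cell). Luciferase in lysates collected 72 h post infection served as the replication measure.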
# AmpC no deterg: blocks E. coli AmpC beta-lactamase in detergent-free assay. P00811. AmpC nitrocefin hydrolysis, absorbance 480 nm, 0.0001% Triton. Potency, µM (highest dose often 57.1 µM), without a hit: top-dose activity change, negative = inhibition, actives largely listed as inhibitors. 330,000 tested, 0.52% active. AID 485341;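 further: potency means the concentration at half of the fitted maximal effect; plate controls were no compound for no effect and no enzyme for full effect; nearly all actives have a fitted effect of over 20% in size; some results filed as inactive show a strong effect at the top dose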
#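 AmpC (5.3 nM in the dispensed reagent) in 20 mM phosphate pH 7.0 with 0.01% (detergent screen) or 0.0001% Triton X-100 was preincubated with compounds for 15 min at room temperature. Nitrocefin was then added from an 800 uM solution, and hydrolysis was followed at 480 nm.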
# Sm TGR inh: inhibitors of Schistosoma mansoni thioredoxin glutathione reductase. purified TGR, DTNB reduction, TNB absorbance 405 nm. Q962Y6. AID 485364. Potency, µM (doses to about 114 µM), for the others: top-dose activity change, negative = inhibition, actives largely listed as inhibitors. 360,000 tested, 3% active; further: potency means the concentration at half of the fitted maximal effect; nearly all actives have a fitted effect of over 60% in size
#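 TGR 20 nM + NADPH 100 uM (dispensed conc.), cpd preinc 15 min RT; start with NADPH (500 uM addition) then DTNB (15 mM addition). Kinetic TNB absorbance, 405 nm filter. Four-parameter Hill fit across titration.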
# FBPA Giardia inh: blocks Giardia fructose-bisphosphate aldolase activity; A8B2U2; purified Giardia FBPA; Potency, µM (top dose mostly 59.6 µM), for the others: at the top dose activity, negative = inhibition, actives largely listed as inhibitors; 290,000 tested, 0.71% active; AID 2451; further: potency means the concentration at half of the fitted maximal effect; nearly all actives have a fitted effect of over 55% in size
# Target sequence (A8B2U2 whole entry, looked up): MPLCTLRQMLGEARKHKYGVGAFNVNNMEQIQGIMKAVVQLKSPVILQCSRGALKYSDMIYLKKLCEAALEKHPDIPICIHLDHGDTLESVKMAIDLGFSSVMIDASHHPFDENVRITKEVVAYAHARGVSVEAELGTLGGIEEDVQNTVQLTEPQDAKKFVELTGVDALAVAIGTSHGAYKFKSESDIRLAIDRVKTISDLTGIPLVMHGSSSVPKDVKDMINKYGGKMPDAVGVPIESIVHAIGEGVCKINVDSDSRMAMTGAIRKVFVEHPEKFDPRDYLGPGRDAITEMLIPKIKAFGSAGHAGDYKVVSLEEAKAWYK
#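 40 nM FBPA preincubated 10 min at RT with compound (up to 57.5 uM final), then substrate plus GAPDH/TPI/NAD/arsenate coupling and diaphorase/resazurin added. Fluorescence read after 20 min at RT, 525/598 nm.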
# * hit, by the source's call; ? = inconclusive; / = no result given; [ ] = remark or other dose. Unless noted, the call rests on the fitted dose curve; in most records, active means well fitted curve in the direction sought with a large enough effect; inconclusive means small, poorly fitted or top-dose-only effect, or another doubt; inactive means no such curve, though single readings can be large; an effect the other way counts as inactive or inconclusive. Unless noted, on the % scale 0 is the no-effect control and ±100 the full control effect.
nr	Structure	AmpC inh detg	HCV inhibitor	HCMV antiviral
1	CCOC(=O)C1CCN(C(=S)Nc2ccccc2)CC1	1%	20%	55
2	CC(C)c1ccc(CCNC(=O)CCNC(=O)c2ccc(Br)cc2)cc1	-4%	/	-34
3	CC1(C)C2CCC1(CS(=O)(=O)NC1CCCC1)C(=O)C2 (stereo not drawn)	-5%	5%	-25
4	CCOc1ccc(OCCOc2cccc(C(F)(F)F)c2)cc1	-1%	0%	-32
5	COc1ccc2c(c1)Cc1sc(NC(C)=O)nc1-2	-2%	-15%	112
6	Cc1c(CCOC(=O)c2ccccc2)sc[n+]1CC(=O)c1ccc(Br)cc1	-10%	?	/
7	COc1ccc(CCNC(=O)Cn2c(=O)c3cccn3c3ccccc32)cc1OC	4%	/	38
8	O=C(COc1ccc([N+](=O)[O-])cc1)Nc1cc(S(=O)(=O)N2CCCCC2)ccc1N1CCCCC1	-15%	3%	-21
9	Cc1cc(NC(=O)CCC(=O)N(c2ccc(F)cc2)C(C(=O)NC2CCCC2)c2ccc(C)o2)no1 (stereo not drawn)	4%	-11%	-20
10	O=C(Nc1cccnc1)/C(N=Nc1cccnc1)=C(\O)c1ccccc1	1%	?	-34
11	CC(NC(=O)c1cc(=O)[nH]c2ccccc12)c1ccccc1 (stereo not drawn)	-5%	2%	-22
12	CC(=O)c1c(C)[nH]c(C(=O)NNC(=O)COc2cc(C)ccc2C(C)C)c1C	/	-2%	4
13	Cc1ccc(C)c(N2CCN(C(=O)c3noc4c3CCCCC4)CC2)c1	20%	/	-13
14	O=C(Nc1cc2c(cc1C(=O)O)OCCCO2)c1ccc(C(F)(F)F)cc1	-4%	14%	129
15	O=C(c1ccc(S(=O)(=O)Cc2ccccc2Cl)c([N+](=O)[O-])c1)N1CCOCC1	?	-13%	-69*

nr	AmpC no deterg	Sm TGR inh	FBPA Giardia inh
1	0%	-3%	1%
2	-16%	-31%	/
3	-7%	1%	8%
4	-16%	13%	/
5	-33%	56µM*	?
6	55%	?	3%
7	/	0%	/
8	-25%	-12%	/
9	55%	2%	11%
10	116%[activator]	-4%	-5%
11	-13%	6%	3%
12	-9%	/	/
13	/	15%	/
14	-23%	-4%	/
15	1%	11µM*	-2%

# Remaining list, next part:
nr	Structure	AmpC inh detg	HCV inhibitor	HCMV antiviral
16	Cc1cc(C)c2[nH]c(C(=O)Nc3ccc(F)cc3Br)cc2c1	-7%	4%	134
17	Cc1ccc(-c2nnn(CC(=O)NCC3COCCO3)n2)o1 (stereo not drawn)	-11%	0%	-12
18	COc1ccccc1OCC#CCN1CCCCCC1	-4%	10%	-39
19	O=C(COCC(=O)N1CCOCC1)N1CCOCC1	-7%	20%	-19
20	Cc1cc(OCC(=O)N2CCC[C@@H]2C(=O)O)c2c(C)c(C)c(=O)oc2c1	-13%	29%	17
21	Cc1cc(C)c(S(=O)(=O)NCC(=O)NCc2cc(=O)n(C)c(=O)n2C)c(C)c1	-7%	9%	-18
22	COc1ccc(-n2c(SC3CCOC3=O)nc3ccccc32)cc1 (stereo not drawn)	?	2%	22
23	CCOC(=O)c1[nH]c(C)c(CCC(=O)Nc2ccccc2OCC)c1C	1%	/	0
24	CC(C)c1ccc(NC(=O)C2CC(=O)N=C(N)S2)cc1 (stereo not drawn)	0%	14%	17
25	CCOC(=O)NC1(NCC(C)C)Oc2ccccc2O1	-10%	?	-5
26	COc1ccccc1OCc1nc2ccccc2n1Cc1ccccc1	6%	/	15
27	Nc1nc(NCCOCCO)nc(NC2CCCCC2)c1[N+](=O)[O-]	2%	2%	-1
28	CN(Cc1cccnc1)C(=O)c1cc(COc2ccc3ncccc3c2)on1	6%	4µM*	-82*
29	Cc1nn2cnnc2c(C)c1Cc1c(F)cccc1Cl	-18%	5%	-7
30	O=C(O)CCNS(=O)(=O)c1ccc2c(c1)OCCCO2	0%	31%[activator]	-33

nr	AmpC no deterg	Sm TGR inh	FBPA Giardia inh
16	-35%	-29%	-2%
17	1%	0%	0%
18	1%[2.29 µM]	-23%	?
19	-21%	-4%	-1%
20	-10%	9%	-1%
21	0%	10%	-17%
22	1%	-26%	-4%
23	/	-3%	/
24	-18%	4%	-5%
25	-25%	22µM*	?
26	/	9%	/
27	-2%	6%	-1%
28	13%	?	3%
29	-6%	?	8%
30	-7%	/	7%

# Part of the list above, reformatted:
[19] O=C(COCC(=O)N1CCOCC1)N1CCOCC1
[20] Cc1cc(OCC(=O)N2CCC[C@@H]2C(=O)O)c2c(C)c(C)c(=O)oc2c1
[21] Cc1cc(C)c(S(=O)(=O)NCC(=O)NCc2cc(=O)n(C)c(=O)n2C)c(C)c1
[22] COc1ccc(-n2c(SC3CCOC3=O)nc3ccccc32)cc1 (stereo not drawn)
[23] CCOC(=O)c1[nH]c(C)c(CCC(=O)Nc2ccccc2OCC)c1C

compound no.	19	20	21	22	23
AmpC inh detg	-7%	-13%	-7%	?	1%
HCV inhibitor	20%	29%	9%	2%	/
HCMV antiviral	-19	17	-18	22	0
AmpC no deterg	-21%	-10%	0%	1%	/
Sm TGR inh	-4%	9%	10%	-26%	-3%
FBPA Giardia inh	-1%	-1%	-17%	-4%	/

# Further entries:
nr	Structure	AmpC inh detg	HCV inhibitor	HCMV antiviral
31	Cc1cc2cc3c(C)cc(=O)oc3c(C)c2o1	1%	?	4
32	COC(=O)CSc1nc(SCc2ccc(C)cc2)nc2c1CCCC2	-7%	15%	-22
33	O=C(O)CC1(CC(=O)Nc2ccccc2N2CCOCC2)CCCC1	-12%	18%	13
34	O=C(Nc1ccccc1N1CCOCC1)c1cccc2c(Br)cccc12	-11%	5.6µM*	?
35	COc1ccc(S(=O)(=O)N2CCCCCC2)cc1N(C)S(=O)(=O)c1ccc(Cl)cc1	-15%	?	-60*
36	COc1ccc(C2CC(=O)C3=C(C2)Nc2ccccc2NC3c2coc3ccccc3c2=O)cc1OC (stereo not drawn)	-15%	0%	-37
37	CC(C)Cc1nc2sc3c(=O)n(N)cnc3c2c2c1COC(C)(C)C2	?	-8%	-2
38	O=C(O)c1ccccc1C(=O)Nc1ccc(Oc2ccc3ccccc3c2)cc1	1%	?	-32
39	Cn1c(=O)c2cc(C(=O)NCCCN3CCN(c4ccccc4F)CC3)sc2c2ccccc21	-5%	/	48
40	COC(=O)c1ccccc1SCc1csc(C)n1	7%	-2%	-17
41	CCc1nc(Nc2cccc(F)c2)c2oc3ccccc3c2n1	1%	?	11
42	Cc1ccc(CNCC(O)(c2ccccc2)c2ccccc2)cc1	-1%	12%	52
43	Cc1ccc(C(=O)Nc2ccc(C(=O)OCc3cc(=O)n4c5c(sc4n3)CCCC5)cc2)cc1	13%	/	?
44	Cc1cccc(OCC(=O)NCCc2nc3ccccc3[nH]2)c1C	4%	/	7
45	COCCn1c(COC)nc2ccccc21	-1%	3%	-34

nr	AmpC no deterg	Sm TGR inh	FBPA Giardia inh
31	-20%	15%	8%
32	-19%	7%	14%
33	-9%	0%	3%
34	-15%	2%	5%
35	-18%	-23%	-1%
36	7%	0%	-6%
37	-5%	7%	5%
38	-21%	1%	16%
39	/	1%	/
40	3%	-7%	-15%
41	-21%	28%	?
42	-6%	-3%	2%
43	/	7%	/
44	/	9%	/
45	-15%	2%	4%

# Additional entries.
nr	Structure	AmpC inh detg	HCV inhibitor	HCMV antiviral
46	CCOc1ccc(N2C(=O)S/C(=C\c3cccn3C)C2=O)cc1	2%	-23%	41
47	CCOC(=O)C1CCN(C(=O)c2ccccc2NS(=O)(=O)c2ccccc2)CC1	-17%	22%	-17
48	COc1ccc(NC(=O)CN2C(=O)NC(c3ccccc3)(c3ccccc3)C2=O)cc1	1%	?	-17
49	Cc1cc(C(=O)CSc2nnc(-c3cccs3)o2)c(C)n1-c1ccccc1	-10%	8.9µM*	-23
50	O=C(NNC(=O)c1cccc2ccccc12)c1ccc(-c2ccccc2)cc1	-14%	?	-34
51	CCCCCC(=O)Nc1cccc(C2=NOC3(C2)C[C@H](C(N)=O)N(C(=O)CC)C3)c1 (stereo partly drawn)	3%	-4%	/
52	COc1ccc(CCNC(=O)C(=O)NCC2CCCO2)cc1OC (stereo not drawn)	2%	-5%	-3
53	CCc1ccc(-n2c(=O)c3c4c(sc3n(CC(=O)c3ccc(F)cc3)c2=O)CCC4)cc1	0%	/	-88*
54	COc1cc(OC)cc(-n2c(=O)c3sccc3n(Cc3cc(=O)n4c(C)cccc4n3)c2=O)c1	-1%	/	8
55	O=C(O)CCc1nnc(SCC(=O)Nc2ccc(Cl)c(C(F)(F)F)c2)[nH]c1=O	2%	8%	-8
56	CSc1nc2nc3c(cc2c(=O)n1-c1cccc(C)c1)COC(C)(C)C3	-5%	-13%	-18
57	O=C(O)c1ccccc1S(=O)(=O)c1ccccc1CO	-4%	2%	11
58	CCOC(=O)c1cc2c(ccn2-c2ccc(F)cc2)n1CC(=O)NC(C)(C)C	5%	/	/
59	CCc1cc2c(SCC(=O)c3cccs3)ncnc2s1	1%	?	32
60	CCOC(=O)C1CCCN(C(=O)CN2C(=O)c3ccccc3C2=O)C1 (stereo not drawn)	-4%	22%	-15

nr	AmpC no deterg	Sm TGR inh	FBPA Giardia inh
46	-28%	0%	0%
47	-2%	8%	17%
48	-27%	10%	5%
49	-25%	-16%	?
50	-18%	-4%	8%
51	-4%	-8%	-1%
52	-7%	4%	1%
53	/	1%	/
54	/	-5%	/
55	-17%	-2%	?
56	-8%	-11%	5%
57	-12%	3%	14%
58	29%	5%	-5%
59	-31%	7%	5%
60	-28%	-16%	7%

# Continued:
nr	Structure	AmpC inh detg	HCV inhibitor	HCMV antiviral
61	O=C(c1ccc([N+](=O)[O-])o1)N(Cc1nnc(-c2ccccc2Cl)o1)C1CC1	3%	?	-28
62	COc1ccc(CCNC(=O)CSc2ccc(-c3ccccc3)nn2)cc1OC	-7%	-17%	5
63	CCc1ccc(-n2c(SCc3ccccc3F)nc3[nH]ncc3c2=O)cc1	11%	/	-23
64	Cn1c(=O)c2sccc2n(CC(=O)NCCC2=CCCCC2)c1=O	8%	4%	-10
65	CCOC(=O)C1CN(S(=O)(=O)c2ccc(Cl)cc2)c2cc(S(=O)(=O)CC)ccc2O1 (stereo not drawn)	2%	-8%	0
66	O=S(=O)(/C=C/c1ccccc1)Nc1ccc(F)cc1	3%	4%	-21
67	COc1cc(-c2noc(C)c2/C=C/c2ccc(N)cc2)cc(OC)c1OC	?	?	-83*

nr	AmpC no deterg	Sm TGR inh	FBPA Giardia inh
61	-7%	50µM*	/
62	4%	14%	2%
63	/	-3%	/
64	-2%	3%	0%
65	41%	3%	-14%
66	-40%	4%	7%
67	68%[activator]	-10%	6%
